Assay outcomes from PubChem.
PPARg SRC-2 ag: PPARgamma-driven SRC-2 recruitment agonism; 0.34% of 200,000 active; PPARgamma LBD-SRC-2 recruitment, biochemical; activation, % at 8 µM; AID 1032; in the data active = activation above about 22%;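 also: 0% = vehicle and 100% = reference agonist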
Target sequence (P37231 whole entry, looked up, the tested form may be a part): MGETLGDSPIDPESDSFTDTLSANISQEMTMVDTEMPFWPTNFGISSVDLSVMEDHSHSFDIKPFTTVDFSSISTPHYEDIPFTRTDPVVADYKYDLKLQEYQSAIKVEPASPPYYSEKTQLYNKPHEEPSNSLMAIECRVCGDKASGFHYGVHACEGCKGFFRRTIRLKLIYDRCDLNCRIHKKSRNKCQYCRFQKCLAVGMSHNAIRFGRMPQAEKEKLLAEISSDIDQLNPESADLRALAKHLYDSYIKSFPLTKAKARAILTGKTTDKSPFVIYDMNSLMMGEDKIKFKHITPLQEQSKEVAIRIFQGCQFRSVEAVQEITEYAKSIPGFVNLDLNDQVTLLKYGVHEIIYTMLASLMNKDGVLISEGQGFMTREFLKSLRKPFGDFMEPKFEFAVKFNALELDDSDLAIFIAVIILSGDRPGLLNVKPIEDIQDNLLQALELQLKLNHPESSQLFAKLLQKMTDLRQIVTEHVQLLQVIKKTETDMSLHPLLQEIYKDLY
L major viab: reduces viability of Leishmania major promastigotes. inhibition, % at 10 µM. resazurin fluorescence viability. 9% of 200,000 active; in the data active = inhibition above about 50%;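 also: promastigotes grown with compound for 44 hours at 28 °C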
PPARg SRC-1 ag: promotes SRC-1 coactivator recruitment by human PPARgamma. P37231. PPARgamma-SRC-1 coactivator recruitment biochemical assay. activation, % at 8 µM. 0.41% of 200,000 active; in the data active = activation above about 19%;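 also: 0% = DMSO and 100% = reference agonist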
bIAP inhibitor: blocks bovine intestinal alkaline phosphatase activity | purified bovine IAP, CDP-star luminescence, 30 min | inhibition, % at 20 µM | 190,000 tested, under 10 active;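 active = over 50% inhibition of intestinal alkaline phosphatase at 20 µM in the single-dose screen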
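System: purified bovine intestinal alkaline phosphatase (IAP) enzyme; Input: IAP diluted 1/65,000,000 in the well; Measured by: CDP-star luminescence signal; Compound dosing: 20 µM single dose; Incubation: 30 min reaction at room temperature.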
ROMK primary: modulators of human ROMK potassium channel; 2% of 130,000 active; B-score at 10 µM; P48048; Tet-inducible ROMK, thallium flux fluorescence; actives lie on both sides;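 active = signal ratio slope over the read window, or its plate-corrected B-score, at least 3 SD from the plate mean, either direction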;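 also: B-score of the F/F0 ratio slope over 7 to 12 s after thallium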
Target sequence (P48048 whole entry, looked up): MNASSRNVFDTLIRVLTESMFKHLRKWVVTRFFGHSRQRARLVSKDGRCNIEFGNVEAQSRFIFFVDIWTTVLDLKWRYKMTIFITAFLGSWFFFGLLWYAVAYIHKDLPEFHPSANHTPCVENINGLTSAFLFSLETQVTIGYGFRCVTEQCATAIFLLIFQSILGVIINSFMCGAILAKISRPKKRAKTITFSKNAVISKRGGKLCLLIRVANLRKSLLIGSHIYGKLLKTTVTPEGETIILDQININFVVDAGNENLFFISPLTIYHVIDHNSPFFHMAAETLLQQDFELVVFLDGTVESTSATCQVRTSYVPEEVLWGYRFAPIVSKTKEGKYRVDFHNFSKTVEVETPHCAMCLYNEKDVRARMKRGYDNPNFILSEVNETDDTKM
Redox H2O2 prof: compounds producing H2O2 with reducing agent – biochemical, NIH compound library profiling, artefact control for MLSCN library redox annotation, primary screen; DTT-dependent redox cycling H2O2, phenol red/HRP absorbance; 100% = 100 µM peroxide control, 0% = buffer; activation, % at 10 µM; 0.03% of 200,000 active;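 active = activation of at least 50% relative to the plate's high and low controls in the primary single-dose screen; inactive = activation below 50%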;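 also: compound incubated with DTT at 0.8 mM final as the reducing agent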
TR-FRET SRC-2 ct: counter-screen for PPARgamma SRC-2 recruitment agonists: TR-FRET artefact; active compounds read high; TR-FRET ratio at 8 µM; 0.4% of 200,000 active; AID 1049; in the data active = TR-FRET ratio above about 2000; also: inactives centre near 1500; reference of the scale not given here
Efa HMGR inh: inhibitors of class II HMG-CoA reductase from Enterococcus faecalis. inhibition, % at 10 µM. AID 1066. purified E. faecalis HMGR, NADPH absorbance 340 nm kinetic. 0.41% of 190,000 active;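 active = inhibition above a set limit, the median over all tested compounds plus 3 SD, cut at about 9.5% in these data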;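 also: enzyme runs in reverse so mevalonate oxidation gives rising NADPH absorbance; 0% = complete reaction with DMSO and 100% = background rate lacking mevalonate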
S1P3 antagonist: antagonists of human S1P3 receptor. CHO S1P3 NFAT-BLA reporter, FRET fluorescence, antagonist mode. inhibition, % at 4.98 µM. 0.27% of 170,000 active;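 active = inhibition above the plate cutoff, the mean inhibition of test wells on that plate plus 3 SD, cut at about 28% in these data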;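 also: cells challenged with S1P at its EC80 of 0.8 µM; blue over green emission ratio from cleaved BLA substrate after 4 h stimulation; 0% = S1P-stimulated wells and 100% = unstimulated DMSO-only wells; some compounds past the cut are filed as inactive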
PPARg SRC3 recr: PPARgamma-driven SRC-3 recruitment agonism. P37231. biochemical PPARgamma/SRC-3 coactivator recruitment assay. 0.26% of 200,000 active. activation, % at 8 µM; in the data active = activation above about 23%;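 also: 0% = DMSO and 100% = reference agonist; some compounds past the cut are filed as inactive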
RAM inhibit: yeast RAM network inhibition; AID 868; 1.8% of 190,000 active; inhibition, % at 50 µM; S. cerevisiae dse1pr::URA3 reporter, 5-FOA growth OD615, 2 d; analog-sensitive cbk1-as2 kinase mutant strain;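 active = inhibition above a set limit, 3 SD over mean compound inhibition, cut at about 8.4% in these data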;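 also: 0% = DMSO-only wells with no growth and 100% = 10 µM 1-NA-PP1 full growth; inhibition rescues growth on 5-FOA so higher OD means more RAM inhibition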
* = called active by the depositor; . = no result given.

SMILES	PPARg SRC-2 ag	L major viab	PPARg SRC-1 ag	bIAP inhibitor	ROMK primary	Redox H2O2 prof	TR-FRET SRC-2 ct	Efa HMGR inh	S1P3 antagonist	PPARg SRC3 recr	RAM inhibit
COC(=O)C(NC(C)=O)(Nc1ccccc1)C(=O)OC	-1	5	-4	3	-0.13	-0.8	1379	-2	.	-5	2.5
Cc1ccc(CN(Cc2ccco2)C(=S)NCC(=O)NC2CC2)cc1	4	-2	5	-70	-0.0012	-0.4	1608	1	0	1	2.0
O=C(CCN1C(=O)/C(=C/c2ccc(F)cc2)SC1=S)NNC(=O)c1ccncc1	-7	2	4	-15	-0.11	-1.5	1521	-3	-15	-2	4.0
O=C1C(=O)N(CCO)C(c2ccccc2)/C1=C(\O)c1ccccc1 (stereo not drawn)	12	-4	2	4	.	-1.5	1501	2	-12	-2	1.7
CCCc1nc2c(c(=O)c3ccccc3n2C)c(=O)n1-c1ccc(F)cc1	-2	27	-2	-9	-0.041	-0.2	1409	-4	10	-2	5.5
Cc1ccccc1NC(=O)C1CCN(c2cnccn2)CC1	-2	-4	6	17	.	0.2	1580	2	-11	-1	0.4
CCOC(=O)CSc1nc(=O)n2ccc(C)cc2n1	-9	1	-5	-5	0.21	-0.8	1559	-1	-4	-2	1.9
CSCCC(NC(=O)c1ccccc1Br)C(=O)Nc1ccc(C)cc1 (stereo not drawn)	4	1	0	3	-0.43	0.2	1434	2	-2	4	5.4
CCN(CC)CCCNC(=O)c1cn(CC)c2ccc(S(=O)(=O)N3CCc4ccccc4C3)cc2c1=O	7	-7	1	-2	-0.034	0.6	1420	2	-28	0	0.1
O=C(CCCN1C(=O)c2ccccc2C1=O)Nc1cccc(S(=O)(=O)NC2=NCCC2)c1	0	-6	5	6	1.3	3.5	1574	3	-7	-2	2.5
O=C(CNC(=O)c1ccco1)Nc1ccc(S(=O)(=O)N2CCCC2)cc1	5	-3	1	11	1.3	0.1	1558	-3	.	8	-0.2
O=C(NCc1ccncc1)c1nc(-c2ccc(C(F)(F)F)cc2)no1	1	10	11	-8	-1.6	0.1	1324	1	-9	6	0.2
O=c1cc(-c2ccccc2)nc(N2CCN(Cc3ccc4c(c3)OCO4)CC2)[nH]1	0	22	-6	-7	.	2.2	1578	1	-22	-6	2.2
Cc1ccccc1NS(=O)(=O)c1ccc(OCC(=O)NCc2ccccn2)cc1	1	-1	6	-5	-0.98	-0.5	1603	-6	12	1	0.5
NC(=O)C1CCN(CC(=O)NC(=O)NC2CCCC2)CC1	2	0	4	3	0.35	-1.4	1525	-1	-16	2	-0.6

The final 2 records of the part above lead into the next.
SMILES	PPARg SRC-2 ag	L major viab	PPARg SRC-1 ag	bIAP inhibitor	ROMK primary	Redox H2O2 prof	TR-FRET SRC-2 ct	Efa HMGR inh	S1P3 antagonist	PPARg SRC3 recr	RAM inhibit
Cc1ccccc1NS(=O)(=O)c1ccc(OCC(=O)NCc2ccccn2)cc1	1	-1	6	-5	-0.98	-0.5	1603	-6	12	1	0.5
NC(=O)C1CCN(CC(=O)NC(=O)NC2CCCC2)CC1	2	0	4	3	0.35	-1.4	1525	-1	-16	2	-0.6
COc1ccc(-c2csc(Cc3nc(O)cs3)n2)cc1	1	-1	-2	-24	-0.0034	-0.1	1648	-3	-6	-1	3.4
COc1cccc(-c2nc(Oc3cccc(C)c3C)c3ccccc3n2)c1O	4	-3	5	7	.	0.1	1608	-7	-6	5	3.9
Cc1cc(NC(=O)CN2CC(C)OC(C)C2)n(-c2nc3ccccc3s2)n1 (stereo not drawn)	0	13	-1	0	1.4	0.3	1569	-4	.	-8	0.6
CC(=O)c1ccc(NC(=O)CN2C(=O)/C(=C/C(C)=C/c3ccccc3)SC2=S)cc1	-10	0	-6	9	.	0.7	1500	5	-5	-1	6.2
COCCCNC(=O)c1sc2ncn(CC(=O)Nc3ccc(C)c(Cl)c3)c(=O)c2c1C	4	7	1	6	0.34	-0.4	1559	2	-14	-1	3.2
Cc1ccccc1C(=O)Nc1cccc(C#N)c1	4	-1	-4	10	0.11	0.9	1454	-4	.	-13	0.5
COC(CNC(=O)c1ccc2c(c1)ncn2-c1ccc(F)cc1F)OC	-5	1	-4	4	0.21	-1.0	1470	2	-17	-2	3.9
Clc1ccc(SCCOCCN2CCCCC2)cc1	9	98*	5	-28	-0.5	-0.3	1390	-3	-4	-1	-0.9
COC(=O)c1ccccc1NC(=O)C1CC(=O)N(C2CCCCC2)C1 (stereo not drawn)	3	-6	4	-10	.	-2.7	1429	0	7	-4	-0.5
O=C1CC(c2ccncc2)c2cc3c(cc2N1)OCCO3 (stereo not drawn)	-1	4	-8	-1	.	0.8	1563	-1	-5	-5	1.3
NC(N)=NS(=O)(=O)c1ccc(N/C=C\C(=O)c2ccncc2)cc1	1	-6	0	-20	.	-0.7	1548	-1	-2	2	0.8
Cc1c(Cl)c(-c2n[nH]c(=S)n2CC(C)C)nn1C	8	-8	-2	8	-0.14	0.6	1540	-3	-11	-1	0.7
CCOC(=O)CSc1n[nH]c(NS(=O)(=O)c2ccccc2C(F)(F)F)n1	9	-2	2	7	-0.99	-0.7	1624	-3	-20	2	0.4
COC(=O)CN(n1cnnc1)S(=O)(=O)c1ccccc1	-3	-2	-4	-1	0.9	1.5	1295	1	0	-1	0.3
O=C(O)c1ccc2c(c1)N(Cc1ccc(F)cc1)C(=O)c1ccccc1S2	3	6	-2	-17	0.81	0.0	1558	1	-17	0	1.6
Cc1c(-c2ccccc2)sc(N)c1C(=O)N1CCOCC1	-4	-1	10	20	-0.5	0.0	1734	1	-33	12	-0.1
Cn1nc(-c2ccc(OCC(N)=O)cc2)c2ccccc2c1=O	3	1	6	6	0.084	0.2	1574	0	.	5	1.1
N#C/C(=C\c1ccc(F)cc1)c1nc(-c2ccco2)cs1	4	-6	2	31	0.2	-0.4	1611	-1	4	5	5.7
Fc1ccc(-c2ccc(Nc3cccc(F)c3)nn2)cc1	-2	-2	4	-7	0.12	0.0	1695	-4	12	4	3.8
CCOC(=O)CC1(CC(=O)OCC)NC(=O)c2c(C)sc(C(=O)OCC)c2N1	5	3	10	4	.	2.4	1637	-1	-17	13	0.7
Cc1cc(C)cc(-n2cc[nH]c2=S)c1	3	-10	3	5	0.64	0.1	1603	-3	8	-2	-0.7
CCN(C(=S)NC(=O)C1CCCC1)C1CCCCC1	-2	-3	2	8	-0.63	-2.5	1755	-5	-23	1	1.8
Cc1ccc(/C=N/N=C2/NC(=O)C(CC(=O)Nc3ccccc3)S2)o1 (stereo not drawn)	4	1	3	18	-0.38	-0.4	1628	-6	0	1	6.6
CCCCNC(=O)c1nn2cc(Br)cnc2c1Br	7	8	4	4	0.036	-0.8	1767	0	-25	-1	0.5
Cc1nn(-c2ccccc2)c(C)c1/C=N/N1CCN(c2ccccc2)CC1	-1	1	-2	15	.	1.8	1421	-1	.	-3	0.1
O=C(Nc1ccc(Cl)c(-c2nc3ccccc3[nH]2)c1)c1ccc2c(c1)OCO2	-2	9	5	-18	-1.2	-0.3	1703	-2	-14	4	1.0
c1ccc2c(c1)ccc1nnc(SCc3ccc4c(c3)OCCO4)n12	-5	9	-2	4	.	-1.4	1427	2	.	-4	6.7
CCOC(=O)CNC(=O)N1CCCC(CCC(=O)NCc2ccc(F)c(F)c2)C1 (stereo not drawn)	1	-1	10	-13	0.093	-0.8	1433	-5	-10	-4	0.3
Cc1nn(Cc2ccc(Cl)cc2)c(Cl)c1/C=N/NC(=O)c1cccnc1	3	32	2	14	-0.77	-0.3	1502	8	-9	3	1.3
O=C(Nc1ccc(NC(=O)c2cccs2)cc1)c1ccco1	12	-8	7	26	0.25	-0.1	1589	-2	.	-5	7.2
CCC(=O)NC(c1cccc([N+](=O)[O-])c1)c1c(OC(C)=O)ccc2ccccc12 (stereo not drawn)	5	80*	-5	-2	.	0.7	1503	2	.	6	-0.5
O=C(CCc1nnc(CCCCc2ccccc2)o1)NCc1cccc(F)c1	8	-3	7	-2	-0.7	-0.3	1497	-2	6	0	-0.1
Cn1cnc([N+](=O)[O-])c1Sc1ccccc1	-2	51*	-1	9	-0.19	2.0	1461	2	.	-8	-0.3
CC(NC(=O)c1ccc(-c2cc(C(F)(F)F)ccc2Cl)o1)c1ccccc1 (stereo not drawn)	1	-2	0	18	-0.16	0.2	1610	-1	.	-2	5.2
CC(C)(C)c1cnnn1-c1ccc([N+](=O)[O-])cc1	2	0	-6	3	0.67	-2.0	1628	-4	-1	-2	0.0
Cc1cccc(C(=O)NCCc2n[nH]c(=S)n2C)c1	2	-4	8	-15	0.35	-0.1	1504	-1	-12	5	1.7
Cn1c(NC(=O)c2ccc(Cl)s2)cc(=O)n(C)c1=O	-2	1	-1	0	.	-3.4	1597	-5	.	6	2.0
CCCCC(CC)Cn1c(N)c(C#N)c2nc3ccccc3nc21 (stereo not drawn)	10	-16	2	33	0.76	2.8	1503	-1	-3	7	2.0
CC1CCC/C(=C(\C#N)c2nc(-c3cc4ccccc4oc3=O)cs2)C1 (stereo not drawn)	-2	3	-6	-6	.	0.7	1403	-3	-10	-3	4.1
CCOC(=O)N1CCC(Nc2ncnc3c2cnn3-c2ccc(C)cc2C)CC1	8	-1	-3	-3	.	-0.1	1376	0	11	8	0.6
C=CCC(NCc1ccccc1)c1ccco1 (stereo not drawn)	-10	-4	-6	4	.	0.1	1527	0	0	2	3.6
NNC(=O)c1cc(O)c(O)c(O)c1	7	-4	3	25	0.038	-1.6	1564	0	4	1	-0.4
CCN(CC)CCOC(=O)c1cccc(Cl)c1	-7	0	4	1	0.48	2.1	1559	-2	3	-3	0.4
CCCn1c(SCC(=O)N2CCN(C(=O)c3ccco3)CC2)nc2ccccc2c1=O	-4	2	-6	-12	0.25	0.0	1436	2	-13	-1	-0.7
O=C(COC(=O)c1ccc(Br)c(S(=O)(=O)N2CCOCC2)c1)NCC1CCCO1 (stereo not drawn)	14	-7	-3	-7	.	-0.1	1568	0	.	1	-0.5
COC(=O)/C(=C\c1cc(OC)c(OC)c(OC)c1)c1nc2ccccc2[nH]1	6	99*	-4	-33	-1.8	-2.7	1407	-1	-4	5	-0.3
Cc1ccc(S(=O)(=O)N2CCCC2C(=O)NCCc2ccccc2)cc1 (stereo not drawn)	-4	-2	-2	-1	0.36	-0.8	1514	-4	2	0	1.5
Brc1c(CSc2nncn2-c2ccccc2)nc2ncccn12	-9	-5	6	-6	0.12	2.4	1442	0	-53	-7	0.8
